Screening results as filed in PubChem.
N370S GC: qHTS Assay for Inhibitors and Activators of N370S glucocerebrosidase as a Potential Chaperone Treatment of Gaucher Disease; Lysosomal acid glucosylceramidase (Homo sapiens), P04062; N370S GC spleen homogenate, 4MU-glucoside fluorescence; Potency, µM (highest dose often 59.4 µM), for inactives: at the highest dose activity change, negative = inhibition, usual class: inhibitors; hit rate 0.092% among 330,000;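 also: 0% = full enzyme activity and -100% = no enzyme basal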
DT40 TDP1 no CPT: qHTS for Inhibitors of human tyrosyl-DNA phosphodiesterase 1 (TDP1): qHTS in cells in absence of CPT | DT40 Tdp1-/- hTDP1 cells, no CPT, ATP luminescence, 48 h | Potency, µM (doses to about 46.2 µM), for inactives: at the highest dose activity change, negative = growth inhibition, actives largely listed as inhibitors | hit rate 15% among 420,000 | AID 686978, 2013; also: nearly all actives have a fitted effect of over 55% in size
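Camptothecin absent (DMSO only). Human TDP1-complemented DT40 knockout cells, 400 cells/well, 37 °C for minimum 48 hr; ATP measured via CellTiter-Glo, 30 min dark incubation, luminescence.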
TDP1 inh: qHTS Assay for Inhibitors of Tyrosyl-DNA Phosphodiesterase (TDP1); Potency, µM (top dose mostly 130 µM), without a hit: at the top dose activity change, negative = inhibition, actives largely listed as inhibitors; hit rate 0.28% among 350,000; recombinant TDP1, AlphaScreen DNA substrate cleavage; Tyrosyl-DNA phosphodiesterase 1 (Homo sapiens), Q9NUW8; also: nearly all actives have a fitted effect of over 40% in size
Target sequence (Q9NUW8 whole entry, looked up): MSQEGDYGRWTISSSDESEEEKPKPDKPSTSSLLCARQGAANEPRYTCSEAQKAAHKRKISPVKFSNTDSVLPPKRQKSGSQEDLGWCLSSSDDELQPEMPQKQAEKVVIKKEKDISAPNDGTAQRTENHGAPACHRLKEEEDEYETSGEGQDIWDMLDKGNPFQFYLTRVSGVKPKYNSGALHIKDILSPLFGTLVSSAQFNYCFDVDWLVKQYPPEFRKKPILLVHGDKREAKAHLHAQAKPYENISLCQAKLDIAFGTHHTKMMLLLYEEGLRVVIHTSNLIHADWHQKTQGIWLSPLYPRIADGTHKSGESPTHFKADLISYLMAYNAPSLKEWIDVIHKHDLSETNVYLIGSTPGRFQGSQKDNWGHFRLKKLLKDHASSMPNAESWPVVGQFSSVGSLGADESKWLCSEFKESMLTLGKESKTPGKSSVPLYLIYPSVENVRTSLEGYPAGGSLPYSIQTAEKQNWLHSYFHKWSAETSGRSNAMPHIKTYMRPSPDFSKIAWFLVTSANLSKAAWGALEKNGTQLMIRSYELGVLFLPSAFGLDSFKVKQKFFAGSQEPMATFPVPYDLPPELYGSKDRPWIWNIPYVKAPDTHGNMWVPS
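Compounds were preincubated with Tdp1 (1 nM final) for 15 min at room temperature before substrate (15 nM final) started a 5 min reaction; beads (10 ug/ml final) were then added for 10 min before AlphaScreen detection.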
The depositor's hits bear a star; ? = inconclusive; / = not tested or not shown; & = joins results of further samples; [ ] = another dose, or the depositor's remark. Calls follow the shape of the dose curve; as a rule, active = well fitted curve in the direction sought with a large enough effect; inconclusive = small, poorly fitted or top-dose-only effect, or another doubt; inactive = no such curve, though single readings can be large; an effect the other way counts as inactive or inconclusive. Unless noted, % is scaled to controls: 0 for no effect and ±100 for the full control effect; potency is read from the fitted curve at half-maximal effect. Not all compounds are listed. The share of hits here may be higher or lower than overall.

cpd	molecule	N370S GC	DT40 TDP1 no CPT	TDP1 inh
1	CCOc1ccccc1/C=N/OCC(=O)NCc1ccc(F)cc1	-1%	-1%	-3%
2	C[C@@H](C(=O)NCc1c(F)cccc1Cl)N1C(=O)N2CCc3c([nH]c4ccccc34)[C@@]2(C)C1=O	-7%	21µM*	/
3	COC(=O)c1ccc(C)c(NS(=O)(=O)c2ccc3c(c2)OCCO3)c1	7%	0.92µM*	0%
4	Cn1nnc2cc(C(=O)Nc3ccccc3F)ccc21	1%	-12%	/
5	Cc1cc(NS(=O)(=O)c2ccc(NC(=O)c3cnc4sccn4c3=O)cc2)nc(C)n1	-6%	-5%	/
6	CCCC(O)(CCC)C(=O)NN1CCCCC1	13%	?	1%
7	CC/C(=N/NC(=O)CNc1ccc(Cl)cc1C)c1ccccc1	-6%	-3%	4%
8	COc1cnc(-c2ccccc2)nc1Sc1ccccc1	-23%	?	-5%
9	O=C(NC(=S)Nc1c(Cl)ccc2nsnc12)c1ccccc1F	-1%	-7%	2%
10	Cc1ccc(CSc2nc3ccncc3n2Cc2nc(-c3ccc(Cl)cc3)oc2C)cc1	/	?	3%
11	O=C(NC1CCN(Cc2cccc([N+](=O)[O-])c2)CC1)c1ccccc1	-16%	-7%	/
12	CC(=O)N1N=C(c2cccc([N+](=O)[O-])c2)OC1c1cccc(Br)c1 (stereo not given)	2%	?	2%
13	CCCCNC(=O)C(CC)Sc1nnc(-c2ccc(OC)c(OC)c2)c(-c2ccc(OC)c(OC)c2)n1 (stereo not given)	/	-28%	0%
14	CCCc1nc2ccccc2c(C(=O)OCC(=O)N2CCc3ccccc32)c1CC	2%	12µM*	0%
15	Cc1nc2cnc(N3CCN(C)CC3)nc2n(CCC#N)c1=O	-2%	0%	/
16	COc1ccc(S(=O)(=O)N(CC(=O)NCc2ccco2)c2ccc(F)cc2)cc1	-4%	-16%	2%[0.0935 µM]
17	COc1ccc(NC(=O)COC(=O)CC2CCCC2)cc1Cl	-20%	-24%	/
18	O=C(COc1ccc(F)cc1)OCc1cc(=O)n2nc(C3CCCCC3)sc2n1	/	-27%	5%
19	Cc1cccc(NC(=O)CSc2nc3[nH]c(=O)cc(O)c3s2)c1	/	0%	2%
20	CC(C)c1nc(SCc2c(F)cccc2Cl)c2c(=O)n(C)c(=O)n(C)c2n1	3%	?	-1%

The list continues.
cpd	molecule	N370S GC	DT40 TDP1 no CPT	TDP1 inh
21	COCCC(=O)N1CCc2c([nH]c3ccccc23)C1C(C)(C)C (stereo not given)	9%	-30%	6%
22	COc1cccc(N2CCN(C(=O)c3ccc(CS(=O)c4ccc(Cl)cc4)o3)CC2)c1 (stereo not given)	9%	0.92µM*	4%
23	CCNC(=O)CC1C(=O)N(c2ccc(F)cc2)C(=O)N1Cc1ccc(OC)c(OC)c1 (stereo not given)	/	?	-4%
24	Cc1cc2c(c(=O)n1C)C(Cc1ccccc1)C(C#N)=C(N)O2 (stereo not given)	6%	-13%	-2%
25	CCC1CCCCN1CCCNC(=O)Cn1c(=O)c2cccn2c2ccccc21 (stereo not given)	0%	14%	2%
26	CCC(=O)N1CCN=C1SCc1cc(C)ccc1C	1%	17%	3%
27	COc1ccc(OCCOC(=O)CNS(=O)(=O)c2ccc(SC)c([N+](=O)[O-])c2)cc1	-12%	-8%	-3%
28	NS(=O)(=O)c1ccc(NS(=O)(=O)c2ccc(C3CNC(=O)C3)cc2)cc1 (stereo not given)	-1%	-23%	13%
29	COc1ccccc1NC(=O)CN1CCC(c2nc3ccccc3[nH]2)CC1	7%	15µM*	2%
30	COc1cc2cc(CN(Cc3nnnn3C3CCCC3)C3CCCC3)c(=O)[nH]c2cc1OC	1%	/	4%
31	Cc1ccc(-c2nnc(N3CCCCC3)c3ccccc23)cc1S(=O)(=O)NCC1CCCO1 (stereo not given)	?	21µM*	5%
32	O=[N+]([O-])c1ccc2nc(Cl)nc(-c3ccccc3)c2c1	-4%	7.3µM*	/
33	COC(=O)C(C)N(C(=O)c1cccc2ccccc12)c1c(C)cccc1C (stereo not given)	-17%	16µM*	6%
34	COc1ccccc1NC(=S)N(Cc1ccc(C)cc1)Cc1cccnc1	-4%	-13%	0%
35	CN(C(=O)CSc1ncnc2sccc12)C1CCS(=O)(=O)C1 (stereo not given)	/	3%	1%
36	Cc1ccccc1N(CC(=O)Nc1ccccc1C(=O)O)S(C)(=O)=O	5%	3%	-1%
37	COc1ccccc1C(=O)Nc1cccc(N(C)S(C)(=O)=O)c1	11%	0%	0%
38	Cc1cccc(NS(=O)(=O)c2ccc(OCC(=O)N3CCCC3)cc2)c1	-8%	-29%	1%
39	O=c1[nH]c(=O)n(-c2ccccc2)c2c1C(C(F)(F)F)(C(F)(F)F)N=C(CCC1CCCCC1)N2	7%	18µM*	2%
40	Cc1occc1C(=O)Nc1cccc(Cn2cccn2)c1	1%	-26%	5%

The listing continues:
cpd	molecule	N370S GC	DT40 TDP1 no CPT	TDP1 inh
41	O=C(CSc1nc(O)cc(=O)n1-c1ccccc1)N1CCCCC1	1%	1%	-2%
42	Cc1c(Cl)cnc(NC(=O)COC(=O)c2ccncc2)c1Cl	/	4%	0%
43	CC(Nc1oc(-c2ccccc2)nc1-c1ccc(C(F)(F)F)cc1)c1ccccc1 (stereo not given)	1%	/	6%
44	COCCn1c(SCc2cc(=O)n3cc(C)ccc3n2)nc2ccccc2c1=O	7%	/	0%
45	COCCCn1c(=O)/c(=C\c2ccccc2OC(F)F)s/c1=C(/C#N)C(=O)NCCOC	-10%	3%	1%
46	Cc1ccc(-c2c(C)c(-c3ccc(F)cc3)nc(N)c2C#N)o1	10%[2.35 µM]	-3%	-2%
47	CCOC(=O)c1c(NC(=O)CSc2nnnn2-c2ccccc2)sc2c1CC(C)(C)NC2(C)C	-3%	?	8%
48	COCCNC(=O)C1CCCN(c2nn3c(=O)cc(C)nc3s2)C1 (stereo not given)	5%	-2%	4%
49	NNC(=O)CSc1nc(-c2ccccc2)nc2c1CCCC2	18%	-2%	6%
50	COC(=O)[C@@]1(Cc2ccc(OC)cc2)[C@@H]2C(=CC(=O)[C@H]2CC(=O)C(=O)N(C)C)CN1C(=O)c1ccccc1	-1%&2%	16µM*	-4%&6%
51	S=c1[nH]nc(-c2cc(-c3ccccc3)n[nH]2)n1/N=C/c1cccc(Cl)c1	5%	-22%	35µM*
52	Cc1cccc(C(=O)OCC(=O)NN2C(=O)NC3(CCCCC3)C2=O)c1	/	-2%	2%
53	N#CCC(CNc1ncc(C(F)(F)F)cc1Cl)OC(=O)c1ccc(Cl)cc1 (stereo not given)	24%	-11%	-6%
54	COc1ccc(-n2nnc(-c3nc(-c4cccs4)no3)c2N)cc1OC	/	-7%	3%
55	Cc1ccc(OCC(O)CN2C(=O)NC(C)(C)C2=O)cc1 (stereo not given)	3%	4%	4%[56.1 µM]
56	CC(=O)c1ccn(S(=O)(=O)c2ccc(Cl)cc2)c1	11%	-14%	6%
57	Cc1nn(-c2ccccc2)c(C)c1/C=N/NC(=O)c1cc(-c2ccc(Cl)s2)[nH]n1	-2%	4.1µM*	10%
58	CCCCCOc1ccc(/C=C/C(=O)NCCc2nc3ccccc3[nH]2)cc1OC	15%	9.2µM*	7%
59	CCn1c(-c2cccc(Cl)c2)n[nH]c1=S	7%	1%	-2%
60	Cc1cccc(N(Cc2cc(=O)[nH]c3ccccc23)C(=O)C(C)C)c1	7%	1%	/

Later entries:
cpd	molecule	N370S GC	DT40 TDP1 no CPT	TDP1 inh
61	CC(=O)Oc1ccc2c(c1)c(C(C)=O)c(C)n2C	1%	-1%	6%
62	COc1ccc(N(Cc2cccs2)C(=O)COc2ccc(C(C)C)cc2)cc1	/	21µM*	-13%
63	CCC(=O)Nc1ccc2oc(-c3ccccc3Br)nc2c1	?	?	4%
64	CC1CCCCN1Cc1nc2c(c(=O)n(C)c(=O)n2C)n1Cc1c(F)cccc1Cl (stereo not given)	2%	10µM*	/
65	CC(=O)c1ccc(S(=O)(=O)Nc2ccc3c(c2)OCO3)cc1	/	-4%	2%
66	CC(=O)c1c(C(C)=O)c(C)n(-c2ccc(C(=O)O)cc2)c1C	4%	-10%	0%
67	Cc1ccc(Cn2ccc(NC(=O)c3cc4nc5c(c(C(F)(F)F)n4n3)CCc3ccccc3-5)n2)cc1	9%	/	0%
68	CC(=O)OCC1=C(C(=O)O)N2C(=O)C(NC(=O)c3ccc(COc4c(C)cccc4Cl)o3)C2SC1 (stereo not given)	-11%	-1%	?
69	COc1ccc(-c2c3c(=O)n(C)c(=O)n(C)c3cn2Cc2ccccn2)cc1	7%[2.35 µM]	-6%	6%
70	CC1(NC(=O)Cc2csc(-c3ccc(Cl)cc3)n2)CCS(=O)(=O)C1 (stereo not given)	/	-30%	1%
71	Cc1cccc(N2CCN(C(=O)c3cc4c(=O)n(C)c5ccccc5c4n3C)CC2)c1C	8%	16µM*	1%
72	Cc1cc(=O)oc2c(CN3CCCCC3)c(O)c(Cl)cc12	?	-49%	2%
73	O=C(COC(=O)CCC(=O)c1ccc(Cl)cc1)NCCc1ccccc1	0%	4%	3%
74	O=C(NCc1ccc(N2CCCC2=O)cc1)c1cnccn1	6%	-5%	5%
75	CSc1nc(Oc2ccc3ccccc3c2)c2sccc2n1	-13%	?	-6%
76	c1ccc(Cn2c(NCc3ccccn3)nc3ccccc32)cc1	0%	-3%	0%
77	CC(=O)Nc1ccc(NC(=O)CSc2ccc(-c3ccc(-n4ccnc4)cc3)nn2)cc1	2%	-21%	-4%
78	O=C(NCC(c1ccco1)N1CCCCC1)c1cccs1 (stereo not given)	/	-25%	-7%
79	O=c1ccn([C@@H]2O[C@H](COP(=O)(O)OP(=O)(O)OP(=O)(O)O)[C@@H](O)[C@H]2O)c(=O)[nH]1	-8%	-8%	23%
80	CCOc1ccc(-c2nc(CSCC(=O)N3CCN(c4ccc(F)cc4)CC3)c(C)o2)cc1	/	-22%	3%

New compounds follow
cpd	molecule	N370S GC	DT40 TDP1 no CPT	TDP1 inh
81	CCN(CC)C(=O)c1sc(NC(=O)C2c3ccccc3Oc3ccccc32)c(C(=O)OC(C)C)c1C	/	0.12µM*	0%
82	O=C(CSc1cccc[n+]1[O-])c1ccccc1Br	-1%	5.2µM*	-1%
83	COc1ccc(CNC(=O)C/C(C)=N/NC(=O)c2cnccn2)cc1	1%	13%	0%
84	NNC(=O)c1cc(Cl)ccc1Cl	-2%	9%	2%
85	CC[n+]1c(S(=O)(=O)[O-])ccc2ccc(C)cc21	4%	0%	1%
86	Cc1ccccc1OCC(=O)Nc1ccc2oc(=O)ccc2c1	1%	?	-3%
87	COCCCNC(=O)c1ccccc1NS(C)(=O)=O	?	-3%	0%
88	O=C(COC(=O)c1ccc2c(c1Cl)C(=O)c1ccccc1C2=O)NC1CC1	-25%	?	1%
89	COc1ccc(NC(=O)C2CCN(S(=O)(=O)c3ccc(Br)s3)CC2)cc1OC	-12%	-26%	3%

Some of these compounds in order of formula weight, largest number first:
cpd	molecule	N370S GC	DT40 TDP1 no CPT	TDP1 inh
10	Cc1ccc(CSc2nc3ccncc3n2Cc2nc(-c3ccc(Cl)cc3)oc2C)cc1	/	?	3%
44	COCCn1c(SCc2cc(=O)n3cc(C)ccc3n2)nc2ccccc2c1=O	7%	/	0%
28	NS(=O)(=O)c1ccc(NS(=O)(=O)c2ccc(C3CNC(=O)C3)cc2)cc1 (stereo not given)	-1%	-23%	13%
12	CC(=O)N1N=C(c2cccc([N+](=O)[O-])c2)OC1c1cccc(Br)c1 (stereo not given)	2%	?	2%
54	COc1ccc(-n2nnc(-c3nc(-c4cccs4)no3)c2N)cc1OC	/	-7%	3%
42	Cc1c(Cl)cnc(NC(=O)COC(=O)c2ccncc2)c1Cl	/	4%	0%
60	Cc1cccc(N(Cc2cc(=O)[nH]c3ccccc23)C(=O)C(C)C)c1	7%	1%	/
1	CCOc1ccccc1/C=N/OCC(=O)NCc1ccc(F)cc1	-1%	-1%	-3%
66	CC(=O)c1c(C(C)=O)c(C)n(-c2ccc(C(=O)O)cc2)c1C	4%	-10%	0%
56	CC(=O)c1ccn(S(=O)(=O)c2ccc(Cl)cc2)c1	11%	-14%	6%
85	CC[n+]1c(S(=O)(=O)[O-])ccc2ccc(C)cc21	4%	0%	1%
